CCHFV vOTU inh: CCHFV vOTU protease inhibitors, primary screen, biochemical, Pep-AMC substrate, fluorescence; Crimean-Congo hemorrhagic fever virus L polyprotein viral ovarian tumor (vOTU) protease …; inhibition, % at 11.5 µM; 0.55% of 370,000 active; AID 651958, 2012; further: 0% = vehicle wells with enzyme and 100% = no enzyme wells
DUSP3 inh: VHR1 phosphatase inhibitors, primary screen, biochemical, absorbance, uHTS. recombinant VHR phosphatase, pNPP absorbance. inhibition, % at 13.3 µM. 0.52% of 290,000 active. AID 1654, 2009; in the data active means inhibition above about 50%; further: some compounds called inactive have numbers as strong as hits
Target sequence (P51452 whole entry, looked up): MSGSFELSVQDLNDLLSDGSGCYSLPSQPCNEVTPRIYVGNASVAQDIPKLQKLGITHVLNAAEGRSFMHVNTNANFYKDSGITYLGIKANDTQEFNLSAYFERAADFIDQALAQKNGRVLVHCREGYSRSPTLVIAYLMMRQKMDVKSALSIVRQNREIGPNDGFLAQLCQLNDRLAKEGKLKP
UGM FP inh: M. tuberculosis UGM enzyme inhibitors, primary screen, biochemical, fluorescence polarization, single point; purified UGM, fluorescence polarization probe displacement; UDP-galactopyranose mutase (Mycobacterium tuberculosis (strain ATCC 25618 / H37Rv)), …; 0.06% of 320,000 active; AID 504406, 2011; inhibition, % at 10 µM; in the data active means inhibition above about 10%, passing the limit was not always enough; inconclusive means no clear call, values can overlap the other calls
Target sequence (P9WIQ1 whole entry, looked up): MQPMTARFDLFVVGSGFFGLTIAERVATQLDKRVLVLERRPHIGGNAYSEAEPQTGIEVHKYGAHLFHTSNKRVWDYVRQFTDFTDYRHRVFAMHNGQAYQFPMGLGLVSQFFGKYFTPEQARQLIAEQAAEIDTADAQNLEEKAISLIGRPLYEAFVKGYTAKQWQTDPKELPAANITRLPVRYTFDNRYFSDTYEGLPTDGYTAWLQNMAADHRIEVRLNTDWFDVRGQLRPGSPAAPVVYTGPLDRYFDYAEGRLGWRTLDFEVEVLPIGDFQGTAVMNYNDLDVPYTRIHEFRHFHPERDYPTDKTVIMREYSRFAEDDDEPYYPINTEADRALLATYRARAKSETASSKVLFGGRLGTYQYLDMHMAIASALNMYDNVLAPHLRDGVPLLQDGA
Rv3671c protease: Rv3671c serine protease inhibitors, primary screen, biochemical, fluorescence polarization, M. tuberculosis H37Rv; inhibition, % at 5.96 µM; 0.048% of 320,000 active; P9WHR9; in the data active means inhibition above about 38%;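 further: extracellular domain of Rv3671c used as enzyme; 0% = enzyme with DMSO and 100% = no enzyme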
GDH-TPI counter: GDH-TPI coupling enzyme inhibitors, primary screen, artefact control for M. tuberculosis FBA inhibitor project, biochemical, absorbance, full deck; GDH-TPI coupled enzyme counterscreen, NADH absorbance; inhibition, % at 4.8 µM; 1.2% of 360,000 active; AID 588335, 2011;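 further: 0% = DMSO wells and 100% = wells lacking the enzyme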
BoNT-F LC inh: BoNT/F light chain protease inhibitors, primary screen, biochemical, flow cytometry, MLPCN library; Botulinum neurotoxin type F light chain protease (Clostridium botulinum); Multiplex microsphere protease cleavage assay; inhibition, % at 10 µM; 0.22% of 360,000 active; AID 588497, 2011; in the data active means inhibition above about 35%, passing the limit was not always enough; inconclusive means no clear call, values can overlap the other calls; further: plate controls were buffer without enzyme for full effect and enzyme alone for no effect
Mtb BioA inh: M. tuberculosis BioA enzyme inhibitors, primary screen, biochemical, plate reader, single point, HTS; 7,8-diaminopelargonic acid synthase BioA (Mycobacterium tuberculosis); inhibition, % at 9.99 µM; purified M. tuberculosis BioA enzyme; AID 602481, 2012; 0.096% of 360,000 active; in the data active means inhibition above about 40%; inconclusive means no clear call, values can overlap the other calls
FBA Mtb inh: Mtb FBA enzyme inhibitors, primary screen, biochemical, fluorescence, strain H37Rv; Fructose-bisphosphate aldolase (Mycobacterium tuberculosis (strain ATCC 25618 / H37Rv)), …; purified M. tuberculosis FBA, fluorescence read-out; inhibition, % at 1 µM; 2.3% of 360,000 active; in the data active means inhibition above about 27%;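 further: 0% = vehicle and 100% = reference inhibitor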
Target sequence (P9WQA3 whole entry, looked up): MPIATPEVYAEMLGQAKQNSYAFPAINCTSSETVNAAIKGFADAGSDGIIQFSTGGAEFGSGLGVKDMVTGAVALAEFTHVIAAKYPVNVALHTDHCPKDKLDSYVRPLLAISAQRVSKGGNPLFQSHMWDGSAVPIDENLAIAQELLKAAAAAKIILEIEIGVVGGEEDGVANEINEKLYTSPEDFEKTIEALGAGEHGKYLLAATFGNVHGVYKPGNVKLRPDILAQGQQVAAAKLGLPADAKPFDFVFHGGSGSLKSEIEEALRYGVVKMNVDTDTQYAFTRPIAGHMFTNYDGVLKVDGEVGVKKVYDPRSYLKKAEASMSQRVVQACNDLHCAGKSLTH
MazEF act: activators of E. coli MazEF toxin-antitoxin RNase, primary screen, biochemical, fluorescence, uHTS; Endoribonuclease toxin MazF (Escherichia coli (strain K12)), P0AE70; FAM/BHQ RNA-DNA oligo cleavage fluorescence, 5 h; activation, % at 20 µM; 0.32% of 350,000 active; AID 504720, 2011; in the data active means activation above about 50%
Target sequence (P0AE70 whole entry, looked up): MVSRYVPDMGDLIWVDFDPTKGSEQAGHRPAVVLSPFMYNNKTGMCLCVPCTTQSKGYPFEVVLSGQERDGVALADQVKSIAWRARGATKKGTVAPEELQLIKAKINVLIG
FadD28 FP inh: inhibitors of FadD28 bisubstrate probe binding, primary screen, biochemical, fluorescence polarization, single point; inhibition, % at 12.5 µM; 0.22% of 360,000 active; Mycobacterium tuberculosis FadD28 fatty-acid-AMP ligase; in the data active means inhibition above about 8.5%, passing the limit was not always enough; inconclusive means no clear call, values can overlap the other calls
Active calls of the source: *; ? = inconclusive; . = no result given; + = active, no number. Unless noted, no stated cut-off is given here; in the data, active means inhibition above about 30%; inactive means the rest. Rows were taken by chance; any-hit rate near 4.9%.

Every second line gives: CCHFV vOTU inh	DUSP3 inh	UGM FP inh	Rv3671c protease	GDH-TPI counter	BoNT-F LC inh	Mtb BioA inh	FBA Mtb inh	MazEF act	FadD28 FP inh
1) CCOC(=O)c1cnc2c(C(=O)OCC)cnn2c1N
    20	-3	-0.5	4	-8	?	-0.6	6	5	-3.4
2) CCOC(=O)c1oc2nc3c(cc2c1N)CCCC3
    -8	1	1.5	4	-10	.	-1.0	25	2	-0.2
3) Cc1cc(Nc2ccccc2)c2c([N+](=O)[O-])c(C)cc(C)c2n1
    2	-13	-4.5	5	10	-14	-1.7	-2	3	0.0
4) COc1ccc(OC)c(N2Cc3ccccc3C2=N)c1
    3	17	-2.2	12	8	6	.	1	1	-1.7
5) CCNc1nc(NC(C)C)nc(OCC)n1
    -6	29	2.8	-5	3	-6	-2.2	5	2	0.6
6) COC(=O)C1C(c2ccc(Br)cc2)Nc2nnc(C(F)(F)F)n2C1(C)O (stereo not given)
    -6	2	3.6	-3	4	-4	0.4	-1	5	-0.4
7) OCCCn1c(-c2ccccc2)n[nH]c1=S
    2	9	1.7	0	-4	-1	.	4	4	-4.1
8) CN1C(=O)c2ccccc2C(C(=O)O)C1c1cn(C)c2ccccc12 (stereo not given)
    3	11	0.7	4	-5	-2	-0.7	-11	5	-2.9
9) CCc1nc2ccc(C(=O)NCCCn3ccnc3)cn2c1N(CC)Cc1cccc(Br)c1
    -6	.	.	.	-6	2	1.7	-3	.	-5.1
10) CCN1C(=O)C(=O)N(CC(=O)NC(C)CCc2ccccc2)C1=O (stereo not given)
    4	.	-0.5	12	-3	-1	-0.1	-1	-5	-2.7
11) Cc1ccc(/C=N/NC(=O)CSc2nc3ccccc3n2C)s1
    6	38	2.6	6	19	.	4.4	3	7	-0.7
12) O=C1c2ccccc2CN1CCNC(=S)NC1CCCCC1
    -12	20	-0.7	-2	1	-1	-2.7	2	2	-0.2
13) COCc1ccc(C(=O)N2CCCC(Nc3ccc(C(C)C)cc3)C2)o1 (stereo not given)
    -6	28	2.1	-2	-3	1	1.0	2	4	-0.9
14) Cc1ccc(N2C(=O)c3cccc([N+](=O)[O-])c3C2=O)cc1C
    5	18	3.7	2	17	-1	0.4	-1	2	0.6
15) CCOC(=O)COn1c(-c2cccc(Cl)c2)nc2ccc([N+](=O)[O-])cc21
    -2	14	-0.9	-8	10	-1	.	4	9	-1.7
16) O=C(NCCc1nc2ccccc2[nH]1)C1CCC(=O)N(CCc2cccc(F)c2)C1 (stereo not given)
    19	32	-2.0	-6	0	-7	-0.9	-1	5	-3.9
17) COc1ccccc1/C=C/C(=O)NNC(=O)c1cccs1
    -1	1	1.3	1	6	-5	.	3	1	-5.1
18) CN(Cc1ccc([N+](=O)[O-])cc1)c1ccccc1
    -3	.	.	.	0	6	-0.4	-3	2	?
19) COCCOC(=O)C1=C(C)N(Cc2ccccc2)C(=O)NC1c1cccc(OC)c1OC (stereo not given)
    5	-8	0.6	-6	1	2	0.5	1	-5	-3.7
20) O=C(CNc1ccccc1)NNC1=NCCC1
    15	6	2.7	-1	-3	-5	.	-1	6	-1.7

Reprinted at random: 4 records from the list.
Every second line gives: CCHFV vOTU inh	DUSP3 inh	UGM FP inh	Rv3671c protease	GDH-TPI counter	BoNT-F LC inh	Mtb BioA inh	FBA Mtb inh	MazEF act	FadD28 FP inh
19) COCCOC(=O)C1=C(C)N(Cc2ccccc2)C(=O)NC1c1cccc(OC)c1OC (stereo not given)
    5	-8	0.6	-6	1	2	0.5	1	-5	-3.7
16) O=C(NCCc1nc2ccccc2[nH]1)C1CCC(=O)N(CCc2cccc(F)c2)C1 (stereo not given)
    19	32	-2.0	-6	0	-7	-0.9	-1	5	-3.9
13) COCc1ccc(C(=O)N2CCCC(Nc3ccc(C(C)C)cc3)C2)o1 (stereo not given)
    -6	28	2.1	-2	-3	1	1.0	2	4	-0.9
10) CCN1C(=O)C(=O)N(CC(=O)NC(C)CCc2ccccc2)C1=O (stereo not given)
    4	.	-0.5	12	-3	-1	-0.1	-1	-5	-2.7

(further entries)
Every second line gives: CCHFV vOTU inh	DUSP3 inh	UGM FP inh	Rv3671c protease	GDH-TPI counter	BoNT-F LC inh	Mtb BioA inh	FBA Mtb inh	MazEF act	FadD28 FP inh
21) COC(=O)[C@H](Cc1ccccc1)NC(=O)[C@@H]1C[C@H]1[C@@H](NC(=O)OCc1ccccc1)c1ccccc1
    4	-7	-3.8	-17	-5	-2	-1.2	0	-4	-3.9
22) CCN(CC)CCCN1C=C2C(=O)C(C)(OC(=O)CCC(=O)OC)C(=O)C=C2C=C1C1CC1 (stereo not given)
    0	.	1.0	-7	10	-36	1.0	1	-8	-1.5
23) CC(Sc1ncn[nH]1)C(=O)c1c(N)n(C)c(=O)n(C)c1=O (stereo not given)
    3	.	-1.3	1	15	4	2.8	1	-1	-1.9
24) CC1CCCC(C)N1CCCNC(=O)c1cc2c(s1)-c1ccccc1OC2 (stereo not given)
    -382	11	-2.5	-3	25	1	-0.8	+	20	-7.6
25) O=C(NNC(=O)C(c1ccccc1)c1ccccc1)c1cccs1
    13	5	-1.5	7	-3	4	-1.5	-3	6	-4.8
26) COc1ccc(C2=Nc3ccccc3NC(=O)C2N(CCCn2ccnc2)C(=O)c2cccc(S(C)(=O)=O)c2)cc1 (stereo not given)
    5	.	.	.	.	0	3.3	4	.	-2.5
27) CN1C(=O)C(=Cc2ccccc2Oc2ccc(Cl)cc2)C(=O)N(C)C1=O
    3	6	-2.6	-3	2	0	.	131*	-15	0.4
28) COC(=O)c1cc(OC)c(OC)cc1NC(=O)c1c(-c2ccccc2)noc1C
    .	-16	-0.2	-3	4	-1	-4.2	4	5	-0.3
29) CC1=CC(C)(C)NC(=S)N1c1ccc([N+](=O)[O-])cc1
    -7	.	.	.	11	-2	0.1	-1	-10	-0.4
30) COc1ccc(CC(=O)OC(C)C(=O)Nc2ccc(Cl)cn2)cc1 (stereo not given)
    8	.	1.0	0	-3	-4	0.0	-5	1	-4.8
31) COCCNC(=O)CN(C(=O)CCC(=O)Nc1nccs1)c1ccc2c(c1)OCO2
    -4	23	-1.7	4	5	1	-0.8	3	9	-2.2
32) COCC(C)n1c(SCC(=O)NC(=O)NCc2ccccc2)nc2ccccc2c1=O (stereo not given)
    2	.	3.2	0	1	-1	4.0	5	4	-1.3
33) CC(NC(=O)C12CC3CC(C1)CC(n1cncn1)(C3)C2)C12CC3CC(CC(C3)C1)C2 (stereo not given)
    1	36	-0.4	6	-6	-1	-0.3	-2	-8	-4.4
34) O=C(/C=C/c1ccc(OCCCF)cc1)Nc1ccnc(-c2ccncc2)n1
    -3	13	2.0	-18	-7	-2	.	-1	8	-4.3
35) Cc1cccc(NC(=O)CCc2nnc3ccc(NCc4ccco4)nn23)n1
    3	31	-3.9	-2	0	-3	1.1	0	4	-2.1
36) Cc1ccc(NC2CCCN(C(=O)c3ccccn3)C2)cc1C (stereo not given)
    2	64	4.9	-11	-13	3	-0.6	2	16	-2.4
37) COc1ccc(CNS(=O)(=O)CCNCc2ccco2)cc1
    7	.	.	.	-10	0	-0.8	3	4	-2.0
38) CCC(C)(C)NC(=O)C(c1ccc(O)cc1)N(CCOC)C(=O)CCC(=O)Nc1nccs1 (stereo not given)
    -3	21	-1.8	-3	-3	2	-1.4	1	235*	-5.7
39) Cc1c(C(=O)OCc2nc3ccsc3c(=O)[nH]2)oc2ccccc12
    -10	.	0.6	-1	-9	2	-1.5	0	0	-3.8
40) CCOc1ccc(NS(=O)(=O)c2c(C(=O)N3CCCCCC3)c(C)n(C)c2C)cc1
    -10	-7	0.8	-1	-3	-1	7.8	0	4	-2.5

(continued)
Every second line gives: CCHFV vOTU inh	DUSP3 inh	UGM FP inh	Rv3671c protease	GDH-TPI counter	BoNT-F LC inh	Mtb BioA inh	FBA Mtb inh	MazEF act	FadD28 FP inh
41) CC(C)(C)OC(=O)N1CC=C2C(C#N)=C(N)C(C#N)(C#N)[C@H](c3cccnc3)[C@H]2C1
    -29	8	-0.5	0	11	6	-4.0	17	125*	-1.5
42) CC(C)(C)NC(=O)C(=O)N/N=C/c1ccc(Br)cc1
    4	10	-2.7	5	-1	0	.	-3	-6	-1.3
43) Cc1ccc(Cn2nc(C)c(NC(=O)CCCn3nc(C)c([N+](=O)[O-])c3C)c2C)cc1
    1	-1	-1.6	-2	5	-5	.	1	-2	-2.4
44) Cc1nc(NC(=O)COC(=O)C2=NNC(=O)CC2)c(Cl)cc1Cl
    4	7	-3.0	-8	6	-1	.	2	3	-1.4
45) CN(C)C(=O)C1CC(=O)OC12CCCCC2 (stereo not given)
    -8	-13	-1.1	4	6	?	.	0	1	-1.9
46) CCN(CC)S(=O)(=O)c1ccc(N2CCCC2)c(NC(=O)c2c(-c3ccccc3)noc2C)c1
    4	13	-0.9	-1	8	-49	-1.1	9	6	1.2
47) COc1ccccc1C(=O)NC1CCCCCCC1
    -2	13	2.0	1	-3	18	2.5	-1	-2	-3.0
48) CCCCSc1nc(SCC(=O)NCc2ccco2)c2c3c(sc2n1)COC(C)(CC)C3 (stereo not given)
    1	21	0.5	-7	-6	-1	-2.3	0	-15	-3.6
49) Cc1ccc(CNC(=O)C2CCC(CNS(=O)(=O)c3cccc4cccnc34)CC2)cc1 (stereo not given)
    0	18	-0.9	-2	8	-2	-2.7	2	2	-0.3
50) CNC(=S)Nc1cc(OC)c(NC(=O)c2ccco2)cc1OC
    6	10	-1.2	5	4	-2	.	2	-26	-0.9
51) Cc1onc(NC(=O)CSCC(=O)O)c1Br
    -3	-18	1.3	0	-6	.	0.4	2	9	-0.8
52) CCOc1ccc(C2C(C#N)=C(N)SC(N)=C2C#N)c(OCC)c1
    5	5	0.7	-22	16	?	-3.8	3	21	-2.4
53) C=CCN1CCN(Cc2cnc(Cl)s2)CC1
    -3	4	-0.1	-23	5	11	.	-1	3	-1.6
54) Cc1ccc(N(C)S(=O)(=O)c2ccc3c(c2)NC(=O)C(C)S3)cc1 (stereo not given)
    5	-12	-1.3	-4	4	3	2.6	3	5	-3.6
55) CC(Sc1nc(-c2ccccc2)cc(C(F)(F)F)n1)C(=O)N1CCOCC1 (stereo not given)
    10	25	0.4	-1	12	-1	1.1	5	0	1.8
56) C[C@H](O)[C@@H]1C(=O)N2CCc3c([nH]c4ccccc34)[C@@H]2C[C@@H]1N(C)C(=O)Nc1cc(Cl)cc(Cl)c1
    -40	.	.	.	19	-1	0.1	30*	-36	0.6
57) COc1ccccc1CNC(=O)CNC(=O)c1ccc(Br)o1
    -7	10	-0.6	7	5	2	-2.1	5	1	0.2
58) COCCNC(=O)C(c1ccco1)N(C(=O)Cn1nnc2ccccc21)c1cc(C)ccc1C (stereo not given)
    -2	19	0.3	6	-4	-19	-0.8	-1	1	-2.1
59) Cn1c2ccccc2c2nnc(NN)nc21
    -6	12	-4.4	6	1	?	-0.8	4	8	-3.2
60) CCOc1ccccc1OCC(=O)Nc1nc2ccccc2[nH]1
    7	17	1.4	-9	2	-13	.	5	16	0.9
61) O=C(CCNC(=O)C1CCN(S(=O)(=O)c2ccccc2)CC1)NCc1cccc(Cl)c1
    9	13	-2.5	-1	-5	-6	-1.5	4	-3	-0.2
62) Cc1ccc(S(=O)(=O)N2CCN(C(=O)CSc3nc4ccccc4c(=O)[nH]3)CC2)c(C)c1
    -9	46	2.8	-5	5	-5	2.6	3	1	-3.9
63) CCCc1nnc(SCC(=O)Nc2ccccc2F)o1
    9	-19	-1.0	-2	1	3	0.6	1	4	-4.0

Screening results (PubChem BioAssay)
